A549 tox: counter-screen for Nrf2 inhibitors: cytotoxicity in A549 cells; 390,000 compounds, 0.16% hits; Potency, µM (doses to about 46 µM), without a hit: at the highest dose activity change, negative = cytotoxicity, actives largely listed as inhibitors; A549 ARE-Fluc cells, CellTiter-Fluor viability, 18-24 h; AID 504648; further: potency means the concentration at half of the fitted maximal effect; on the % scale 0 is the no-effect control and ±100 the full control effect
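Cytotoxicity counterscreen: CellTiter-Fluor fluorescence was measured in A549 ARE_Fluc cells after 18-24 h of compound exposure in a concentration series. The subsequent BugLite luminescent read reports ARE-luciferase activity.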
MmCpn inh: inhibitors of Methanococcus maripaludis chaperonin (MmCpn); 330,000 compounds, 0.031% hits; purified Mm-Cpn ATPase, ADP Transcreener TR-FRET; AID 504842; Potency, µM (doses to about 76.9 µM), for the others: at the top dose activity, negative = inhibition, usual class: inhibitors; further: potency means the concentration at half of the fitted maximal effect; on the % scale 0 is the no-effect control and ±100 the full control effect; nearly all actives have a fitted effect of over 80% in size
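Reaction buffer contained 30 mM Tris pH 7.4, 100 mM KCl, 5 mM MgCl2 and 1 mM DTT. Mm-CPN (25 nM final) hydrolysed 10 uM ATP over 30 min at 37°C; ADP was read by HTRF.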
Akt phos inh: blocks phosphorylation of Akt; Neuro2A IGF-stimulated pAkt S473 HTRF, 20 min; hits give low values; activity change, % for hits at 50 µM; 360,000 compounds, 0.32% hits; AID 651550; in the data active means activity change below about -80%; inconclusive means mostly about -51% to -80%; further: on the % scale 0 is the no-effect control and ±100 the full control effect
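Neuro2A cells (4,500/well, DMEM with 0.5% FBS) were treated with compound at a single 50 µM final concentration, stimulated with 6 nM IGF for 20 min at 37 °C, and lysed. Phospho-Akt Ser473 was read by HTRF as 665/615 ratio ×10^4.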
CCT chaperon mod: modulators of cytosolic chaperonin (CCT/TRiC) activity | 360,000 compounds, 0.3% hits | AID 651819 | purified chaperonin ATPase assay, HTRF ADP detection, 30 min | activity change, % (no concentration beside the values), hits read low; in the data active means activity change below about -30%; further: on the % scale 0 is the no-effect control and ±100 the full control effect
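We incubate TRiC, 40 or 20 nM final, with library compounds at 76 uM and 10 uM ATP for 30 min at 37 °C. ADP formed is detected with Transcreener HTRF reagents after 30 min at room temperature.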
HepG2 viability: kills HepG2 cells in TGF-b inhibitor counter-screen; HepG2 CAGA-GFP viability, ATP luminescence, 18 h; Potency, µM (highest dose often 46.1 µM), for the others: at the top dose activity change, negative = cytotoxicity, most hits filed as cytotoxic; 410,000 compounds, 0.76% hits; AID 588856; further: potency means the concentration at half of the fitted maximal effect; some results filed as inactive show a strong effect at the top dose
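HepG2 CAGA-GFP cells (1000/well, DMEM with 1% FBS) received compound, then TGF-beta at 500 pg/mL final, and were incubated 18 hours at 37 degrees C. Viability was read by CellTiter-Glo luminescence. Media-only wells were set as complete cell-killing and DMSO as no toxicity.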
TGFb SMAD3 inh: blocks TGF-b signaling; HepG2 CAGA-GFP TGF-b/SMAD3 reporter, GFP fluorescence, 18 h; TGF-beta stimulated, 500 pg/mL final; Potency, µM (doses to about 46.1 µM), for the others: at the top dose activity, negative = inhibition, most hits filed as inhibitors; 410,000 compounds, 1.2% hits; AID 588855; further: potency means the concentration at half of the fitted maximal effect; on the % scale 0 is the no-effect control and ±100 the full control effect; nearly all actives have a fitted effect of over 65% in size
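Inhibition of TGF-beta-driven CAGA-GFP reporter expression in HEPG2 cells is measured by cellular GFP fluorescence after 18 h stimulation with 500 pg/mL recombinant TGF-beta in 1% FBS medium at 37 degrees C.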
Nrf2 activator: activators of Nrf2 (ARE) signaling. AREc32 ARE-luciferase reporter (MCF7-derived line), luminescence, 24 h. 410,000 compounds, 0.31% hits. Potency, µM (doses to about 46.1 µM), without a hit: at the top dose activation, hits mostly activators; further: potency means the concentration at half of the fitted maximal effect; % of control where 0% means no effect; nearly all actives have a fitted effect of over 65% in size
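AREc32 cells carrying an ARE-driven firefly luciferase, 1000 cells/well in OPTI-MEM with 5% FBS, dosed after overnight attachment and incubated 24 hr at 37 deg C. Steady-Glo luminescence read after 30 min at RT.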
Nrf2 block: inhibitors of Nrf2 signaling | 360,000 compounds, 2.1% hits | AID 504444 | Potency, µM (highest dose often 46 µM), without a hit: at the highest dose activity change, negative = inhibition, most hits filed as inhibitors | A549 ARE-Fluc reporter, luciferase luminescence, 18-24 h; further: potency means the concentration at half of the fitted maximal effect; on the % scale 0 is the no-effect control and ±100 the full control effect; nearly all actives have a fitted effect of over 60% in size
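Quantitative HTS in A549 cells stably bearing an antioxidant response element-firefly luciferase construct. Inhibition of Nrf2-driven transcription was scored by luminescence after 18-24 h of compound exposure at 37 °C.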
Abeta yeast res: restores growth of yeast expressing A-beta42 peptide. yeast expressing A-beta42, growth rescue, OD600, 48 h; response scale: 0% DMSO, 100% iron-clioquinol control. Potency, µM (series often up to 46.1 µM), without a hit: at the top dose growth rescue, usual class: activators. 410,000 compounds, 0.063% hits. AID 1347071; further: potency means the concentration at half of the fitted maximal effect; nearly all actives have a fitted effect of over 55% in size
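Growth rescue measured by 600 nm absorbance after 48 h yeast culture at 30 C with compound. Values normalized between DMSO and an equimolar ferric chloride plus clioquinol control.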
Starred values were filed as active, the others as inactive; i = inactive; ? = inconclusive; · = no result given; & = joins results of further samples; [ ] = dose if it differs, or a comment. Unless noted, the call rests on the fitted dose curve; in most records, active means well fitted curve in the direction sought with a large enough effect; inconclusive means small, poorly fitted or top-dose-only effect, or another doubt; inactive means no such curve, though single readings can be large; an effect the other way counts as inactive or inconclusive. Outcome played no part in choosing rows, and some 4.3% of all compounds hit somewhere here.

The line under a structure holds: A549 tox	MmCpn inh	Akt phos inh	CCT chaperon mod	HepG2 viability	TGFb SMAD3 inh	Nrf2 activator	Nrf2 block	Abeta yeast res
> O=C(NCCCN1CCOCC1)C(=O)N/N=C/c1c2ccccc2cc2ccccc12
    ?	-2%	i	-2.2	-56%	111%[activator]	6.2%	?	1%
> CCc1ccc(OCCn2c(CCNC(=O)C3CCCCC3)nc3ccccc32)cc1
    0%	·	·	·	-2%	-5%	·	?	·
> CCN1CCOC(=O)C1CC(=O)Nc1ccc(Br)cc1 (stereo not given)
    -1%	·	·	·	-21%	-11%	2.7%	-1%	-93%[inhibitor]
> CC1(c2nnnn2-c2ccc3c(c2)OCCO3)CCC(=O)N1CCCN1CCOCC1 (stereo not given)
    ·	·	i	0.0	·	·	0.3%	·	-8%
> C[C@H](CO)N1C[C@H](C)[C@@H](CN(C)C(=O)NC2CCCCC2)Oc2c(NC(=O)Nc3ccccc3)cccc2C1=O
    0%	-3%	i	1.4	-12%	6%	2.4%	3%	-9%
> COC(=O)C1=C(C)NC(=O)/C1=C\c1cc(C)n(-c2ccccc2C)c1C
    -22%	-2%	i	-4.0	-9%	-9%	3.3%	?	-11%
> COc1cc(NC(=O)c2ccc(C)cc2)c(OC)cc1NC(=O)CN1CCCCC1
    1%	-3%	i	-1.5	-37%	-5%	9.7%	?	14%
> COc1ccc(N2CC(C(=O)OCC(=O)Nc3ccccc3C)CC2=O)cc1 (stereo not given)
    0%	1%	i	1.7	-5%	-3%	-0.8%	-5%	2%
> CC1=CC2=NC(=O)/C(=C\c3cccn3CCOc3cc(C)cc(C)c3)C(=N)N2O1
    -18%	1%	i	-1.0	-25%	0%	2.6%	-14%	6%
> NC(=O)CC(NC(=O)Cc1ccc(Br)cc1)c1ccc(NC2CCCCCCC2)c([N+](=O)[O-])c1 (stereo not given)
    ?	·	i	-1.7	4%	0%	-1.3%	?	10%
> Cc1cc2oc(=O)cc(CN3CCN(Cc4ccccc4)CC3)c2cc1C
    4%	1%	i	0.3	-30%	0%	-0.6%	-5%	-3%
> COc1ccc(CN(C)c2ncnc3sccc23)c(OC)c1OC
    -19%	-5%	i	4.0	-19%	?	2.2%	?	-18%
> Cc1c(N=C2C(=O)Nc3ccccc32)c(=O)n(-c2ccccc2)n1C
    -4%	2%	i	0.7	-3%	-3%	12%	5%	2%
> Cn1cc(Cl)c(/C(N)=N/OC(=O)c2ccccc2C(F)(F)F)n1
    -1%	0%	i	-5.4	-8%	0%	5.2%	?	5%
> COCCNS(=O)(=O)c1ccc2c3c(cccc13)C(=O)N2C
    7%	-3%	i	-6.9	1%	-10%	5.1%	-9%	-6%
> CC(C)(O)P(C)(=O)c1ccccc1 (stereo not given)
    8%	-1%	i	-2.0	-7%	?	0.8%	0%	2%
> COC(=O)CC1C(=O)NCCN1C(=O)c1cc(OC)c(OC)cc1OC (stereo not given)
    -2%	0%	i	-0.6	-7%	-6%	0.3%	8%	3%
> CC1CCN(S(=O)(=O)c2ccc3c(c2)N(CC(=O)NCc2ccccc2)C(=O)CO3)CC1
    -7%	·	·	·	-6%	9%	0.1%	7%	-26%
> CCOC(=O)c1[nH]c2ccc(OC)cc2c1NC(=S)N1CCN(c2ccccc2OC)CC1
    2%	-15%	i	-0.9	-12%	?	2.9%	-7%	6%
> Cc1nn(-c2ccccc2)c(=S)c2ccccc12
    -3%	1%	i	-1.5	-1%	-14%	-0.5%	13%	-10%

2 compounds picked at random from those above:
The line under a structure holds: A549 tox	MmCpn inh	Akt phos inh	CCT chaperon mod	HepG2 viability	TGFb SMAD3 inh	Nrf2 activator	Nrf2 block	Abeta yeast res
> Cc1c(N=C2C(=O)Nc3ccccc32)c(=O)n(-c2ccccc2)n1C
    -4%	2%	i	0.7	-3%	-3%	12%	5%	2%
> Cn1cc(Cl)c(/C(N)=N/OC(=O)c2ccccc2C(F)(F)F)n1
    -1%	0%	i	-5.4	-8%	0%	5.2%	?	5%

More results:
The line under a structure holds: A549 tox	MmCpn inh	Akt phos inh	CCT chaperon mod	HepG2 viability	TGFb SMAD3 inh	Nrf2 activator	Nrf2 block	Abeta yeast res
> Cc1cccc(CC(=O)NCCN2CCOCC2)c1
    11%	3%	i	0.7	4%	13%	0.1%[9.22 µM]	1%	-4%
> COc1ccc(NC(=O)CSc2nnc(C3CCCCC3)o2)c(OC)c1
    -3%	-1%	i	2.4	1%	-8%	0.2%	4%	14%
> N/C(Cc1cccs1)=N\OC(=O)COc1ccccc1Cl
    5%	0%	i	1.3	4%	-21%	3.7%	?	-32%[inhibitor]
> CC(OC(=O)c1cccn1C)C(=O)Nc1ccc2c(c1)OCO2 (stereo not given)
    1%	4%	i	2.0	-17%	-3%	1.7%	26µM*	-18%
> CCc1nc2ccc(C(=O)NCCc3ccc(OC)cc3OC)cc2nc1CC
    1%	·	·	·	-96%	?	0.1%	·	14%
> Cc1ccc(-c2nc(CS(=O)CC(=O)NCCN(CC(C)C)CC(C)C)c(C)o2)cc1 (stereo not given)
    -3%	3%	·	0.4	-23%	-35%	0.2%	13%	24%
> Cc1cc(C)n(-c2nc(N(c3ccccc3)c3ccccc3)nc(-n3nc(C)cc3C)n2)n1
    ?	-2%	·	-1.5	5%	?	-0.9%	·	9%
> COc1ccccc1C1NC(c2ccc3c(c2)OCO3)=CC(c2cc(Br)ccc2O)N1 (stereo not given)
    0%	·	·	·	-35%	?	·	?	·
> O=C(O)CCNS(=O)(=O)c1ccccc1Br
    -1%	?	i	-1.8	-16%	2%	-0.3%	5%	1%
> COc1ccccc1CNC(=O)CN1C(=O)COc2ccc(S(=O)(=O)N3CCC(C)CC3)cc21
    -8%	·	·	·	-16%	-4%	-0.4%	-22%	-10%
> Cc1cc(F)ccc1S(=O)(=O)Nc1ccccc1C(=O)N1CCCC1
    2%	-3%	i	-0.1	-2%	1%	-0.7%	-9%	23%
> Cn1c(Cn2c(=O)sc3ccccc32)nnc1SCc1ccc(F)cc1
    -11%	-2%	i	-2.8	0%	9%	-0.2%	-8%	18%
> CCOc1ccccc1N(CC(=O)N1CCc2ccccc2C1)S(C)(=O)=O
    -12%	1%	i	-3.4	4%	3%	0.3%	-21%	5%
> CC(OCC(O)CN1CCCCC1CCO)c1ccc(Cl)cc1 (stereo not given)
    1%	2%	i	-1.8	-2%	-10%	0.9%	1%	-8%
> OCC[C@H]1C[C@@H](O)[C@H](O)[C@]2(CCCc3ccccc3O2)O1
    0%	-3%	i	-1.0	5%	-1%	-0.1%	-1%	-16%
> CCOC(=O)c1[nH]c(C)c(C(=O)NC)c1C
    -7%	0%	i	-0.3	8%	8%	-1.1%	10%	2%
> CC1=CC(C)(C)NC(=S)N1c1ccc2ccccc2c1
    -1%&-3%	-3%	i	-2.8&-3.9	-6%&1%	0%&-2%	13%&-1.3%	2%&2%	?
> O=C(Cc1ccc(NC2=NC3CS(=O)(=O)CC3S2)cc1)NCCc1ccccc1 (stereo not given)
    -1%	-4%	i	1.0	1%	1%	0.4%	-8%	6%
> CCCOc1ccc(CSC(CC(=O)O)C(=O)O)cc1 (stereo not given)
    7%	1%	i	0.3	-33%	-9%	-0.5%	22%	-8%
> COCCCNC(=O)CN1C(=O)/C(=C/c2ccccc2)Sc2ccccc21
    3%	0%	i	1.6	-20%	-6%	8.3%	3%	5%

Next section:
The line under a structure holds: A549 tox	MmCpn inh	Akt phos inh	CCT chaperon mod	HepG2 viability	TGFb SMAD3 inh	Nrf2 activator	Nrf2 block	Abeta yeast res
> COc1ccccc1CCNC(=O)Cc1c(C)c2cc(Cl)c(O)cc2oc1=O
    1%	·	·	·	-4%	2%	-0.8%	3%	-9%
> COc1ccc(NC(=O)CSc2nc3ccccc3nc2N2CCCCC2)cc1
    -11%&-13%	-1%	i	1.5	-3%&3%	-8%&11%	-0.2%&-0.7%	0%&-16%	9%&5%
> CC(C)c1ccc(NC(=O)Cn2ncn3c(cc4ccccc43)c2=O)cc1
    6%	-8%	i	-0.4	-11%	-1%	-0.1%	6%	6%
> O=S(=O)(c1ccc2ccccc2c1)N1CCN=C1SCc1cccnc1
    0%	-5%	i	-0.1	-20%	-17%	8.4%	-10%	4%
> O=C1C2C3C=CC(C3)C2C(=O)N1CCN1CCN(Cc2ccc([N+](=O)[O-])cc2)CC1 (stereo not given)
    -3%	-6%	i	-3.5	5%	3%	-0.1%	-18%	-19%
> CC1([N+](=O)[O-])COC2(CCCCC2)OC1
    1%	·	i	-2.6	3%	0%	-0.5%	1%	-12%
> C/C=C(/C)C(=O)Nc1cccc(C2=NOC3(C2)C[C@@H](C(N)=O)N(C(=O)c2ccc(OC)cc2)C3)c1 (stereo not given in full)
    -12%	0%	i	-1.2	7%	-12%	0.4%	-5%	-6%
> COc1ccccc1N=c1oc2c(OC)cccc2cc1C(=O)NCc1ccco1
    3%	0%	i	-0.6	1%	-18%	0.2%	3%	9%
> CC(C)(C)NC(=O)C(=O)NC(=O)c1c(F)cccc1Cl
    0%	-5%	i	0.1	23%	-3%	0.4%	?	4%
> Cc1ccc2c(c1)C(=O)OC(C(=O)Nc1ncc(Cc3ccc(C(C)C)cc3)s1)C2 (stereo not given)
    2%	·	·	·	-6%	0%	-0.2%	-4%	-9%
> COc1ccc(-c2cc(C)no2)cc1S(=O)(=O)N1CCN(c2cccc(C)c2)C(C)C1 (stereo not given)
    -5%&-18%	-6%	i	-0.1	9%&-21%	?	0.3%&-1.0%	?	-13%
> CC(NC(=S)NC1CCCCC1)c1ccccc1 (stereo not given)
    -1%	-1%	i	0.2	-18%	?	-0.6%	?	?
